Screens (PubChem)
CCT modulator: changes cytosolic chaperonin activity; activity change, % (no concentration beside the values), hits read low; purified chaperonin ATPase assay, HTRF ADP detection, 30 min; 360,000 tested, 0.3% active; in the data active = activity change below about -30%; also: % is scaled to controls: 0 for no effect and ±100 for the full control effect
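TRiC at 40 or 20 nM final (batch-dependent) in 30 mM Tris pH 7.4, 100 mM KCl, 5 mM MgCl2, 1 mM DTT, with compound at single 76 uM and 10 uM ATP, 30 min at 37 deg C. ADP detected by HTRF Transcreener, 665/615 ratio.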
TGFb SMAD3 inh: blocks TGF-b signaling | AID 588855 | HepG2 CAGA-GFP TGF-b/SMAD3 reporter, GFP fluorescence, 18 h; TGF-beta stimulated, 500 pg/mL final | Potency, µM (highest dose often 46.1 µM), for inactives: at the top dose activity, negative = inhibition, hits mostly inhibitors | 410,000 tested, 1.2% active; also: potency is read from the fitted curve at half-maximal effect; % is scaled to controls: 0 for no effect and ±100 for the full control effect; nearly all actives have a fitted effect of over 65% in size
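Inhibition of TGF-beta-driven CAGA-GFP reporter expression in HEPG2 cells is measured by cellular GFP fluorescence after 18 h stimulation with 500 pg/mL recombinant TGF-beta in 1% FBS medium at 37 degrees C.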
A549 viability: A549 cytotoxicity, counter-screen for Nrf2 inhibitors. A549 ARE-Fluc cells, CellTiter-Fluor viability, 18-24 h. Potency, µM (highest dose often 46 µM), without a hit: top-dose activity change, negative = cytotoxicity, usual class: inhibitors. 390,000 tested, 0.16% active; also: potency is read from the fitted curve at half-maximal effect; % is scaled to controls: 0 for no effect and ±100 for the full control effect
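Cytotoxicity counterscreen: CellTiter-Fluor fluorescence was measured in A549 ARE_Fluc cells after 18-24 h of compound exposure in a concentration series. The subsequent BugLite luminescent read reports ARE-luciferase activity.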
Mm-Cpn inhibitor: blocks the Methanococcus maripaludis chaperonin Mm-Cpn; purified Mm-Cpn ATPase, ADP Transcreener TR-FRET; Potency, µM (top dose mostly 76.9 µM), without a hit: at the highest dose activity, negative = inhibition, actives largely listed as inhibitors; 330,000 tested, 0.031% active; also: potency is read from the fitted curve at half-maximal effect; % is scaled to controls: 0 for no effect and ±100 for the full control effect; nearly all actives have a fitted effect of over 80% in size
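ATPase turnover read by TR-FRET ADP competition (Eu cryptate antibody/ADP-d2, 665/590 nm): 10uM ATP final, 25nM Mm-CPN final, 30 min 37degC after 10-min compound preincubation, pH 7.4 Tris/KCl/MgCl2/DTT buffer.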
Akt phos inh: inhibitors of Akt phosphorylation | Neuro2A IGF-stimulated pAkt S473 HTRF, 20 min; stronger effect = lower value | activity change, % for hits at 50 µM | 360,000 tested, 0.32% active; in the data active = activity change below about -80%; inconclusive = mostly about -51% to -80%; also: % is scaled to controls: 0 for no effect and ±100 for the full control effect
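Neuro2A cells (4,500/well, DMEM with 0.5% FBS) were treated with compound at a single 50 µM final concentration, stimulated with 6 nM IGF for 20 min at 37 °C, and lysed. Phospho-Akt Ser473 was read by HTRF as 665/615 ratio ×10^4.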
EPAC2 antagonist: EPAC2 (human) antagonism | EPAC2 GEF exchange of Rap1B-BODIPY-GDP, fluorescence | Potency, µM (top dose mostly 114 µM), for the others: top-dose activity, negative = inhibition, most hits filed as inhibitors | 360,000 tested, 0.18% active | AID 720708; also: potency is read from the fitted curve at half-maximal effect; % is scaled to controls: 0 for no effect and ±100 for the full control effect; nearly all actives have a fitted effect of over 45% in size; many of its hits are not listed in these tables
Target sequence (Q8WZA2 whole entry, looked up): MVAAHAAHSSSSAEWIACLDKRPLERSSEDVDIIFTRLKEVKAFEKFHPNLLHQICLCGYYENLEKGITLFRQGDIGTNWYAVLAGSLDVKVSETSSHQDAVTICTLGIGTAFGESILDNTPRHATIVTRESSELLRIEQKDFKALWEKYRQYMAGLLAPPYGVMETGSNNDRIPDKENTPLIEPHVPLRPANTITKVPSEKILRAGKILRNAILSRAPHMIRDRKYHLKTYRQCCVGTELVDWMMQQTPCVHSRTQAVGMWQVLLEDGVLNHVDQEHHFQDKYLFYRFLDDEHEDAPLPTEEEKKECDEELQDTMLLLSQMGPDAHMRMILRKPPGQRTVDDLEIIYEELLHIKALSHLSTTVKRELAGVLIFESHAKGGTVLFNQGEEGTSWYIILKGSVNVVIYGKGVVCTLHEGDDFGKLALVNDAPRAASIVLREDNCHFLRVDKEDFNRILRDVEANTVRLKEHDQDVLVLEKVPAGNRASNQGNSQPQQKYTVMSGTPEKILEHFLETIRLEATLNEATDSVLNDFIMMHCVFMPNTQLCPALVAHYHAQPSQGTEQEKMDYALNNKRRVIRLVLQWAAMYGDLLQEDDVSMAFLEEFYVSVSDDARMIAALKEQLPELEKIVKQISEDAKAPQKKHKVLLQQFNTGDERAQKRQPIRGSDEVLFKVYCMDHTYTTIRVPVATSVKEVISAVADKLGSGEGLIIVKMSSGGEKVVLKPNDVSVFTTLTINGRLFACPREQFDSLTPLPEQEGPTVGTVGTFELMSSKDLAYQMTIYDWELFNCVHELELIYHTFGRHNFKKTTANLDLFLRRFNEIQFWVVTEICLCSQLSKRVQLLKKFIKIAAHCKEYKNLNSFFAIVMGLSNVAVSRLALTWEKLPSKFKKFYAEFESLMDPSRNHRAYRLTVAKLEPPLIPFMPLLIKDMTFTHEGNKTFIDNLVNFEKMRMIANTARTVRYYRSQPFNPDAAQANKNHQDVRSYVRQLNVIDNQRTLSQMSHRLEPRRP
Nrf2 activator: Nrf2 pathway activation; AREc32 ARE-luciferase reporter (MCF7-derived line), luminescence, 24 h; AID 624171; 410,000 tested, 0.31% active; Potency, µM (doses to about 46.1 µM), for inactives: at the highest dose activation, actives largely listed as activators; also: potency is read from the fitted curve at half-maximal effect; % of control where 0% means no effect; nearly all actives have a fitted effect of over 65% in size
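ARE activation measured as luciferase luminescence (Steady-Glo, 30 min RT) in AREc32_Fluc cells after 24 hr compound exposure at 37 deg C, 5% CO2; cells seeded overnight at 1000/well in OPTI-MEM, 5% FBS.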
Nrf2 inh: inhibitors of Nrf2 signaling; Potency, µM (top dose mostly 46 µM), for the others: at the highest dose activity change, negative = inhibition, most hits filed as inhibitors; 360,000 tested, 2.1% active; A549 ARE-Fluc reporter, luciferase luminescence, 18-24 h; also: potency is read from the fitted curve at half-maximal effect; % is scaled to controls: 0 for no effect and ±100 for the full control effect; nearly all actives have a fitted effect of over 60% in size
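Quantitative HTS in A549 cells stably bearing an antioxidant response element-firefly luciferase construct. Inhibition of Nrf2-driven transcription was scored by luminescence after 18-24 h of compound exposure at 37 °C.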
EPAC2 agonist: EPAC2 (human) agonism. 360,000 tested, 0.079% active. EPAC2 activation, biochemical qHTS; response scale: 100% = 6.5 mM cAMP response. Potency, µM (highest dose often 154 µM), inactives show at the top dose activation, usual class: activators. Q8WZA2. AID 720711; also: potency is read from the fitted curve at half-maximal effect; nearly all actives have a fitted effect of over 50% in size
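EPAC2 (100 nM) mixed with Rap1B loaded with BODIPY-GDP (250 nM) plus 50 uM unlabeled GDP; compounds pinned in, 5 min RT, then read every 5 min for 30 min (ex 480, em 540 nm). Normalized to cAMP control.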
* hit, by the source's call; i = inactive; ? = inconclusive; nt = not tested or not shown; & = joins results of further samples; [ ] = another dose, or the depositor's remark. Unless noted, calls follow the shape of the dose curve; as a rule, active = well fitted curve in the direction sought with a large enough effect; inconclusive = small, poorly fitted or top-dose-only effect, or another doubt; inactive = no such curve, though single readings can be large; an effect the other way counts as inactive or inconclusive.

SMILES | CCT modulator | TGFb SMAD3 inh | A549 viability | Mm-Cpn inhibitor | Akt phos inh | EPAC2 antagonist | Nrf2 activator | Nrf2 inh | EPAC2 agonist
COc1cc(C(=O)O/N=C2/C=C(C)C(=O)C=C2C)cc(OC)c1OC | -1.1 | -3% | -4% | 0% | i | 9% | -0.3% | 17% | -2%
Cc1cc(NC(=O)c2cnn3cccnc23)nn1CC(=O)Nc1cccnc1 | 1.1 | -4% | -4% | -1% | nt | 6% | -1.2% | 10% | 0%
Cc1cc2c(OCC(O)CNCc3ccco3)cccc2[nH]1 (configuration not stated) | -0.3 | 0% | 0% | -2% | i | 3% | 2.9% | -7% | 5%
COc1ccc(OC)c(S(=O)(=O)N2CCN(c3ccccc3OC)CC2)c1 | -1.2 | -2% | -3% | 3% | i | -13% | 0.1% | -3% | 1%
COc1ccc(CCNC(=O)CSc2nnc(Cc3cccn3C)n2C)cc1OC | -1.5 | -7% | 4% | 1% | i | 4% | -0.2% | -6% | -1%
COCCNC(=O)c1ccc(CN2CCOCC2)cc1 | -0.4 | -12% | -1% | -3% | i | -3% | 0.4% | nt | 0%
O=c1[nH]c(CSc2nc3ccccc3s2)nc2ccccc12 | -1.4 | -1% | 12% | -1% | i | 1% | 20% | 1% | 1%
Cc1ccc(Nc2c(-c3ccsc3)nc3c(C)cccn23)cc1 | nt | ? | -10%&2% | nt | nt | nt | 11% | ? | nt
Cc1cc(C)n2nc(C(=O)OCC(=O)N(C)CC(=O)Nc3ccc(F)cc3)nc2n1 | 0.3 | -14% | 5% | -1% | i | 11% | 0.0% | 1% | 3%
Oc1ccc(C[C@H]2CNC(=S)N2C[C@H]2CCCN2C[C@H](Cc2ccccc2)N2C[C@H](Cc3ccccc3)N(CC3CCCCC3)C2=S)cc1 | 0.3 | nt | nt | nt | i | 4% | -0.4% | nt | 7%
CC1(C)C([N+](=O)[O-])C(c2ccccc2O)NC(c2ccccc2O)C1[N+](=O)[O-] (configuration not stated) | -2.9 | ? | 1% | -2% | i | -18% | 4.8% | 1% | 15%
O=[N+]([O-])c1cc([N+](=O)[O-])c(Oc2cccc3ccccc23)cc1NN1CCCCC1 | 0.3 | -19% | 6% | nt | i | -8% | -0.8% | 4% | 11%
Cc1cc(C)cc(NC(=O)c2oc3ccccc3c2COc2ccccc2)c1 | -0.6 | -26% | 8% | -4% | i | -10% | 0.2% | 9% | 8%
COc1ccc(NC(=O)c2c(C)cc(=O)oc2C)c(OC)c1 | -1.4 | -6% | -1% | 3% | i | 16% | 4.9% | -2% | 2%
CCC(C)NC(=O)c1ccc2c(=O)n3c(nc2c1)CCCCC3 (configuration not stated) | nt | -17% | -1% | nt | nt | nt | 0.5% | 10% | nt

Given with tabs: five of the compounds above
canonical_smiles	CCT modulator	TGFb SMAD3 inh	A549 viability	Mm-Cpn inhibitor	Akt phos inh	EPAC2 antagonist	Nrf2 activator	Nrf2 inh	EPAC2 agonist
Cc1ccc(Nc2c(-c3ccsc3)nc3c(C)cccn23)cc1	nt	?	-10%&2%	nt	nt	nt	11%	?	nt
Cc1cc(C)n2nc(C(=O)OCC(=O)N(C)CC(=O)Nc3ccc(F)cc3)nc2n1	0.3	-14%	5%	-1%	i	11%	0.0%	1%	3%
Oc1ccc(C[C@H]2CNC(=S)N2C[C@H]2CCCN2C[C@H](Cc2ccccc2)N2C[C@H](Cc3ccccc3)N(CC3CCCCC3)C2=S)cc1	0.3	nt	nt	nt	i	4%	-0.4%	nt	7%
CC1(C)C([N+](=O)[O-])C(c2ccccc2O)NC(c2ccccc2O)C1[N+](=O)[O-] (configuration not stated)	-2.9	?	1%	-2%	i	-18%	4.8%	1%	15%
O=[N+]([O-])c1cc([N+](=O)[O-])c(Oc2cccc3ccccc23)cc1NN1CCCCC1	0.3	-19%	6%	nt	i	-8%	-0.8%	4%	11%

Remaining list, next part
SMILES | CCT modulator | TGFb SMAD3 inh | A549 viability | Mm-Cpn inhibitor | Akt phos inh | EPAC2 antagonist | Nrf2 activator | Nrf2 inh | EPAC2 agonist
CCn1c(SCC(=O)N(C)c2c(N)n(Cc3ccccc3)c(=O)[nH]c2=O)nc2ccccc21 | -6.0 | -2% | -3% | -6% | i | 0% | -0.6% | ? | 1%
C[C@H](CO)N1C[C@H](C)[C@H](CN(C)Cc2ccncc2)Oc2ccc(NC(=O)Nc3ccc(C(F)(F)F)cc3)cc2CC1=O | -1.8 | 13µM* | -6% | 0% | i | -2% | -4.0% | 1% | -2%
COc1ccc(-c2cc(C(=O)N(C)CCc3ccc(OC)c(OC)c3)c3ccccc3n2)cc1 | 1.6 | 3% | -7% | 1% | i | -11% | 1.9% | -23% | 4%
COc1ccc(/C=C2/SC(=S)N(CCCC(=O)Nc3ccc(O)cc3)C2=O)cc1OC | -2.7 | -13% | ? | -1% | i | 1% | 8.2% | -30% | 8%
C[C@@H]1CN([C@H](C)CO)C(=O)CCCn2nncc2CO[C@@H]1CN(C)C(=O)Nc1ccc(N2CCCCC2)cc1 | -2.4 | -2% | nt | nt | i | -5% | 0.1% | nt | -2%
CCC(CC)C(=O)Nc1cccc(C(=O)Nc2nnc(C)s2)c1 | -1.0 | -1% | 4% | 0% | i | 17% | -0.6% | -12% | -2%
COc1ccc(NC(=O)CN(C)C(=O)C2(c3ccccc3)CCCC2)cc1 | -2.2 | -2% | -4% | -1% | i | -4% | -1.0% | 8.2µM* | 10%
O=S(=O)(c1cccc2nonc12)N1CCCCC1 | -4.7 | 1% | 2% | -2% | i | -4% | 0.5% | ? | 6%
O=C(NCCCN1CCCC1=O)Nc1ccc(Br)cc1Cl | -2.7 | -3% | -5% | 2% | i | -1% | 0.2% | 5% | 1%
CCn1c(=S)[nH]c2sc3c(c2c1=O)CCCCC3 | 1.1 | -1% | -3% | -2% | i | 1% | 3.5% | ? | 0%
COC(=O)c1cccc(NC(=O)NC(=O)c2ccc(Cl)cc2)c1 | 0.0 | 0% | -21% | 0% | i | 5% | -0.2% | 10µM* | 0%
COC(=O)c1ccc(C2NCCc3cc(OC)c(OC)cc32)cc1 (configuration not stated) | -1.9 | -10% | 9% | 0% | i | -4% | 0.6% | 11% | 13%
Cc1cccc(C(C)C)c1NC(=O)COC(=O)CCN1C(=O)C2CC=CCC2C1=O (configuration not stated) | 2.2 | -1% | -10% | -3% | i | 5% | 0.3% | -4% | 4%
COc1ccc(NC(=O)C2=CC(c3ccco3)=NS(=O)(=O)N2C)cc1OC | 0.0 | 11%&23% | -14%&3% | 1% | i | 2% | 0.2%&0.4% | -15%&-16% | 7%
Cc1ccc(Cl)cc1N1CCN(C(=O)Cc2c(C(=O)O)[nH]c3ccc(Cl)cc23)CC1 | -1.9 | -17% | -1% | 1% | i | ? | -0.8%[9.22 µM] | 4% | -1%
CCCN(CCO)Cc1ccc(Br)cc1 | -0.8 | 1% | -3% | 1% | i | 10% | -0.5% | 3% | 5%
CCOC(=O)N1CCC(N2CCN(S(=O)(=O)c3ccc(OC)cc3)CC2)CC1 | -0.1 | -5% | 1% | 0% | i | 3% | 0.4% | 0% | 1%
CC1(C)Cc2c(sc(NC(=O)Nc3ccccc3)c2C(N)=O)CO1 | -0.9 | 20% | -7% | -2% | i | 3% | 8.3% | 20% | 1%
COc1ccc(C2=C(C=O)Cc3ccccc3O2)cc1 | -11 | -28% | 5% | nt | i | -5% | 5.3% | -4% | 22%
CCC(=O)Nc1cccc(C2=NN(c3ccccc3)C(c3ccc(OC)cc3)C2)c1 (configuration not stated) | -0.9 | -1% | -9% | -10% | i | -5% | 3.3% | ? | 7%
CCOC(=O)CN1C(=O)C(CC)Oc2ccccc21 (configuration not stated) | -0.8 | ? | -6% | 2% | nt | 6% | 0.1% | nt | -4%
CC(=O)c1ccc(NC(=O)COC(=O)CCN2C(=O)c3cccc([N+](=O)[O-])c3C2=O)cc1 | -4.8 | 7% | -2% | 0% | i | 4% | 0.0% | ? | -2%
CC1(C)CC(=O)C2=C(C1)OC(N)=C(C#N)C2c1ccoc1 (configuration not stated) | 0.8 | 1% | 0% | -5% | i | 15% | 2.9% | 0% | -3%
C=CCNc1cnn(-c2ccc(C)cc2)c(=O)c1Cl | -0.4 | 10% | -6% | -1% | i | 3% | -0.8% | nt | 10%
CC(=O)c1ccc(NC(=O)Cn2cnc(S(=O)(=O)N3CCc4ccccc43)c2)cc1 | -2.5 | -5% | -1% | -9% | i | -2% | -0.5% | -4% | 4%
CCOC(=O)Cn1c2ccccc2c2nc3ccccc3nc21 | 1.1 | -2% | 0% | -3% | i | 23% | 0.2% | 9% | 4%
CCOc1ccc(CC(=O)Nc2nccs2)cc1OCC | -0.1 | 13% | 4% | 1% | i | -1% | 2.0% | 0% | 7%
CCCCn1c(N)c(N(CCOC)C(=O)CN(C)S(=O)(=O)c2ccc(F)cc2)c(=O)[nH]c1=O | -3.9 | 7% | -3% | 0% | i | -4% | -0.5% | 1% | -2%
Cc1ccc(NS(=O)(=O)c2c(C)nc3sc(C)c(C)n3c2=O)cc1F | nt | ? | 1% | nt | nt | nt | 3.2% | 21µM* | nt
CCCOc1ccc(Cl)cc1CNc1ccccc1 | -0.9 | 6% | 15% | 1% | i | ? | -0.4% | 13% | 2%
C/C=C/c1ccc(OCC(=O)Nc2cc(C(F)(F)F)ccc2N2CCOCC2)c(OC)c1 | 2.2 | -7% | -2% | -3% | i | 2% | 0.4% | 14% | 2%
O=C(Nc1cc(C(F)(F)F)ccc1N1CCOCC1)c1cncc(Br)c1 | -1.7 | 1% | -18% | -22% | i | 2% | -0.5% | -24% | -1%

A portion of the library, so the mix of outcomes need not match the whole.
